High-throughput results from PubChem BioAssay.
14-3-3 Bad PPI: inhibitors of 14-3-3 zeta/Bad binding, primary screen, biochemical, TR-FRET, bovine 14-3-3 zeta; 14-3-3 protein zeta/delta (Bos taurus), P63103; TR-FRET 14-3-3zeta/Dy647-pBad peptide displacement, 1 h; inhibition, % at 21.7 µM; 220,000 tested, 0.71% active; AID 781, 2007;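 active means inhibition above about 70%, limit read from the data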;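 further: 0% = full 14-3-3 plus peptide FRET controls and 100% = background without 14-3-3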
Target sequence (P63103 whole entry, looked up): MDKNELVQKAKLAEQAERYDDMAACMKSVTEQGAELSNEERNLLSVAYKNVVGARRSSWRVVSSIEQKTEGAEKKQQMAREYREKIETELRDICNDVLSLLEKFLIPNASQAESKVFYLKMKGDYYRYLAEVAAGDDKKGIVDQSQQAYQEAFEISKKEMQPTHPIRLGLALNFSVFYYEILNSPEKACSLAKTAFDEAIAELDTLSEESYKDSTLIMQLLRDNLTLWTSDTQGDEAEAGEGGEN
PGE2 EP2 inh: human EP2 receptor antagonists, primary screen, TR-FRET cAMP, C6 glioma cells. 260,000 tested, 0.52% active. Prostaglandin E2 receptor EP2 subtype (Homo sapiens), P43116. AID 1422, 2008. inhibition, % at 25 µM. C6 glioma cells expressing human EP2; cells stimulated with saturating PGE2;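 active means percent inhibition above 40 after rounding to a whole number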;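 further: rat C6 glioma host cells with rolipram phosphodiesterase inhibitor present; the protocol text gives 20 µM as final concentration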
Target sequence (P43116 whole entry, looked up): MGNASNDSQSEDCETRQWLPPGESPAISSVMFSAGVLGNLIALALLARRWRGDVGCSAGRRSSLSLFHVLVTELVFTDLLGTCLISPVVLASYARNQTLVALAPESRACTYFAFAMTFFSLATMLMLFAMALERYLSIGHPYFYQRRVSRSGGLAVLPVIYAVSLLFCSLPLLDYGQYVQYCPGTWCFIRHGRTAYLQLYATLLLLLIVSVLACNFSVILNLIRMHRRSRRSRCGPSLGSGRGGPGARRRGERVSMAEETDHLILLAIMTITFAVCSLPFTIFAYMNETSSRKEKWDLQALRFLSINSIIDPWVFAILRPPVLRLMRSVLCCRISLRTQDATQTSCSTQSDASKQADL
NPY-Y1 PAM-ag: NPY-Y1 receptor potentiators or agonists, primary screen, cell-based. Neuropeptide Y receptor type 1 (Homo sapiens), P25929. NPY-Y1 expressing cells, potentiator/agonist activation. activation, % at 3.6 µM. 220,000 tested, 0.37% active. AID 1304, 2008; in the data active means activation above about 33%, passing the limit was not always enough;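 further: cells stimulated with NPY at EC10 then isoproterenol at EC100; 0% = low agonist plus stimulus and 100% = saturating agonist plus stimulus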
Target sequence (P25929 whole entry, looked up): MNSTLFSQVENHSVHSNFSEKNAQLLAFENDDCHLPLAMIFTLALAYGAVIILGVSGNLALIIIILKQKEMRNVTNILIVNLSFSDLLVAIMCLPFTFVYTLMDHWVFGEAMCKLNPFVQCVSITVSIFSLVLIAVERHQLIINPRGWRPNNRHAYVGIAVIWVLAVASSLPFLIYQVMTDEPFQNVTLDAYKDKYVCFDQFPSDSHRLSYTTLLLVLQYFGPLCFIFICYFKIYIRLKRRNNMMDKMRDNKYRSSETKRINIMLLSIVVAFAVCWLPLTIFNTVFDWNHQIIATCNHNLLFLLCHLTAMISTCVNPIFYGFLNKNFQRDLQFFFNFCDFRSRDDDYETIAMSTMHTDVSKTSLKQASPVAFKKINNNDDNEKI
EP2 mod: EP2 receptor modulators, cAMP readout, primary screen, cell-based, HTRF cAMP, PGE2 stimulation; Prostaglandin E2 receptor EP2 subtype (Homo sapiens), P43116; induction, % at 25 µM; AID 940, 2007; EP2-expressing cells, cAMP HTRF FRET, PGE2 co-stimulation; 260,000 tested, 0.83% active;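 active means compounds whose cAMP rise, as percent of the full-agonist control response, exceeds 60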;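 further: rat C6 glioma line stably carrying human EP2 under a CMV promoter; the protocol text gives 20 µM as final concentration; 100% = response of wells given 1 µM PGE2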
TRPML3 ag: human TRPML3 channel agonists, primary screen, cell-based, HEK293 TRPML3-YFP, Fluo-8 calcium fluorescence, 3 µM | Mucolipin-3 (Homo sapiens), Q8TDD5 | 220,000 tested, 0.29% active | AID 1448, 2008 | 100% = the carbachol control signal | activation, % at 3 µM;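 active means activation above its plate's cutoff, the mean activation of the plate's test wells plus 3 SD, cut at about 12% in these data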;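 further: 0% = DMSO only wells and 100% = carbachol wells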
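Material: HEK293 cells stably carrying human TRPML3-YFP; compound dosing: single dose, 3 µM final nominal compound, 0.3% DMSO final; incubation: 1-h 37 °C dye load, 5-s basal, 120-s post-compound reads; technique: Fluo-8 intracellular calcium fluorescence, excitation 470-495 nm, emission 515-575 nm; read-out basis: percent activation from peak-to-basal fluorescence ratio, scaled between DMSO and carbachol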
CHOP inhibitor: inhibitors of CHOP promoter induction, primary screen, cell-based, unfolded protein response, luciferase reporter | CHO-K1 CHOP-promoter luciferase, tunicamycin-induced, 15-18 h | inhibition, % at 10 µM | 220,000 tested, 3.8% active | AID 2732, 2010;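 active means compounds that reduced the stress-induced luciferase reporter signal by more than about 70% of percent inhibition, limit read from the data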;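 further: 0% = tunicamycin plus vehicle and 100% = wells without tunicamycin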
NPY Y1 blocker: NPY-Y1 receptor antagonists, primary screen, cell-based. Neuropeptide Y receptor type 1 (Homo sapiens), P25929. HEK293-CNG Y1 cells, membrane potential fluorescence; NPY at EC95, then isoproterenol. inhibition, % at 3.6 µM. 200,000 tested, 1% active;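 active means inhibition above the campaign mean inhibition of all tested compounds plus 3 SD, cut at about 20% in these data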;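 further: 0% = DMSO wells given NPY plus isoproterenol and 100% = isoproterenol alone without NPY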
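Material: HEK293 Y1/CNG channel cell line | Also added: NPY (25 nM), isoproterenol (1 µM), Ro 20-1724 (25 µM) | Compound: One concentration, 3.6 µM, in 0.4% DMSO | Schedule: 3 h dye uptake, 1 h room-temperature compound, 45 min post-isoproterenol | Signal: Membrane-potential fluorescent dye readout | Read-out: % inhibition of NPY effect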
zfTRPN1 agonist: zebrafish TRPN1 channel agonists, primary screen, cell-based, HEK293, calcium fluorescence | transient receptor potential cation channel N1 (TRPN1/NompC), Danio rerio | HEK293 zebrafish TRPN1-YFP, Fluo-8 calcium fluorescence; 100% = response to 87 µM carbachol | activation, % at 3 µM | 220,000 tested, 0.18% active | AID 1424, 2008;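 active means activation above its plate's cutoff, the mean activation of test wells on that plate plus 3 SD, cut at about 19% in these data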;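 further: 0% = DMSO alone and 100% = 87 µM carbachol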
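Assay system: Zebrafish TRPN1-YFP in HEK293 cells | Incubation: Dye loading 1 h at 37 °C, then 30 min room temperature | Measured by: Kinetic Fluo-8 fluorescence, ex 470-495, em 515-575 nm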
PPC-1+TRAIL kill: compounds killing PPC-1 cancer cells with TRAIL present, primary screen, TRAIL potentiator project, ATPLite luminescence, uHTS | PPC-1 cells + TRAIL, ATPLite viability luminescence | cell killing (% activity), % at 4 µM | 220,000 tested, 0.41% active | AID 1443, 2008;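 active means cell killing above 50% in the first pass at 4 µM, then a duplicate retest at 5 µM averaging 50% or more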;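 further: plate controls were cells with TRAIL plus DMSO for no effect and medium-only wells lacking cells for full effect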
Starred values were filed as active, the others as inactive; / = no result given; & = joins results of further samples; [ ] = dose if it differs, or a comment. An excerpt. The share of hits here may be higher or lower than overall.

SMILES | 14-3-3 Bad PPI | PGE2 EP2 inh | NPY-Y1 PAM-ag | EP2 mod | TRPML3 ag | CHOP inhibitor | NPY Y1 blocker | zfTRPN1 agonist | PPC-1+TRAIL kill
CCc1nnc2n1N=C(c1ccc(OC)cc1)CS2 | 10.2[fluorescence artefact?] | 12.8 | -3.1 | 6.2 | -0.1 | -15.9 | 2.0 | 0.8 | 8.6
CCCOc1ccc(/C=c2\sc3nc(-c4ccco4)nn3c2=O)cc1OCC | -18.4 | / | 13.0 | 22.0 | 0.6 | 40.5 | 2.0 | 0.6 | 4.5
Cc1ccc(-n2c(O)c(C=Nc3cc(C)on3)c3ccccc3c2=O)c(C)c1 | -3.1[fluorescence artefact?] | 1.8 | 0.2 | 26.0 | -0.1 | 59.1 | -3.2 | -0.2 | 10.0
CCn1c(SCC(N)=O)nnc1-c1cc2c(C)nn(-c3ccccc3)c2s1 | 5.6 | 9.0 | -5.6 | 14.7 | -0.1 | 23.7 | -0.7 | 1.4 | 6.2
CCCC(=O)n1nc(-c2ccc(OC)cc2)nc1N | 51.2 | 17.5 | 7.4 | 16.5 | 0.2 | 17.5 | 2.0 | -0.7 | 11.3
CCC(C)NC(=O)CCS(=O)(=O)c1ccc(Br)s1 (centres undefined) | -6.1[fluorescence artefact?] | / | -3.8 | 30.1 | 0.7 | 20.0 | 11.7 | 2.2 | 13.6
CCC1=NN2C(=N)/C(=C/c3c(C)nn(-c4ccccc4)c3Cl)C(=O)N=C2S1 | -0.3 | 0.4 | 17.5 | -4.3 | 0.4 | 9.7 | 5.9 | -0.2 | 2.9
Cc1cccc(C)c1NC(=O)C(Cl)=C(Cl)Cl | -6.5 | 6.2 | -10.7 | 4.8 | -0.9 | -6.2 | 5.1 | -1.4 | 33.1
COC(=O)CNC(=O)c1c(-c2ccccc2Cl)noc1C | -6.2 | 16.3 | 13.0 | 13.7 | 0.1 | 15.3 | -2.4 | 1.1 | -0.6
CCOc1ccc(/C=N/OCC(=O)NCc2ccc3c(c2)OCO3)cc1OC | 8.5[fluorescence artefact?] | 7.4 | -6.0 | -13.0 | 0.5 | -1.9 | 0.3 | 1.0 | 14.2
O=C(Nc1ccc(CN2CCOCC2)cc1)c1cccc(-c2cc3ccccc3oc2=O)c1 | -4.7 | 5.0 | 4.0 | -36.4 | 3.0 | 11.0 | 3.0 | 3.6 | 5.6
Cc1cc(C)nc(SCNC(=O)c2ccc(F)cc2)n1 | -14.3[fluorescence artefact?] | 17.4 | 0.1 | -15.2 | 0.6 | -12.1 | 2.4 | 1.4 | -7.0
Cc1[nH]n(C)c(=O)c1C(=O)c1c(-c2ccccc2Cl)noc1C | -5.3 | 9.8 | -25.0 | 18.9 | -0.9 | -3.9 | / | -0.6 | 4.3
COc1nc(-c2ccncc2)nc2ccccc12 | 2.3 | 11.9 | 2.1 | 28.1 | 0.9 | 25.3 | 4.9 | -0.3 | -0.6
COc1ccc2cc(C#N)c(SCC(=O)NNC(=O)Cc3ccccc3)nc2c1 | -16.5[fluorescence artefact?] | 20.2 | -2.6 | 13.5 | -0.3 | -5.0 | -4.5 | -0.1 | -6.5
CCOc1cc(/C=C2\N=C(SCC)SC2=O)cc([N+](=O)[O-])c1OC(C)=O | 13.0[fluorescence artefact?] | 12.0 | 15.7 | 6.6 | 0.3 | 27.6 | -14.1 | -0.3 | 18.6
CN1CCN(CC(=O)C23CC4CC(CC(C4)C2)C3)CC1 | 67.6[fluorescence artefact?] | 8.6 | -2.0 | -11.2 | -0.1 | 22.0 | -2.3 | 0.8 | 11.0
C(=N\N=C\c1cccnc1)/c1cccnc1 | -1.4[fluorescence artefact?] | 4.3 | -11.0 | 8.8 | 1.1 | -9.7 | 5.9 | 0.2 | 12.4
Cc1ccc(NC(=O)c2nc[nH]c2C(=O)N[C@@H](C)C(=O)OC(C)(C)C)cc1 | -10.2 | 14.9 | / | -3.2 | / | 96.6* | / | / | 17.7
CCc1ccc(/C=N/NC(=O)c2cc(C)on2)s1 | -0.9[fluorescence artefact?] | 2.4 | 11.1 | 16.5 | 0.8 | -32.5 | -0.8 | 1.1 | 7.8
CN1c2ccccc2C(=O)C(=C2SCCCS2)S1(=O)=O | -3.0 | 5.2 | 12.6 | 10.2 | 0.6 | -2.9 | / | 0.3 | 11.2
Cc1ccccc1N/C(SCc1cccc(Br)c1)=C(/C#N)C(N)=O | 71.3*[fluorescence artefact?] | 7.2 | 11.4 | 31.7 | -0.4 | 58.1 | 1.0 | -0.9 | 16.2
O=[N+]([O-])c1ccccc1/C=N/Nc1nnc(-c2ccccc2)c(-c2ccccc2)n1 | -19.5[fluorescence artefact?] | 11.5 | -0.7 | 4.5 | 0.5 | 34.9 | 0.9 | 1.7 | 5.5
CCC1CCCCN1C(=O)CN1C(=O)CSC1=O (centres undefined) | -9.2 | 11.0 | -10.6 | 7.2 | 0.8 | 6.3 | -3.2 | 2.2 | 19.3
Cc1nc2cc(S(=O)(=O)N(C)C)ccc2n1-c1ccccc1 | -3.8[fluorescence artefact?] | 8.7 | 11.2 | -3.5 | 0.8 | 33.1 | 9.8 | 0.3 | 13.8
(list continues)
SMILES | 14-3-3 Bad PPI | PGE2 EP2 inh | NPY-Y1 PAM-ag | EP2 mod | TRPML3 ag | CHOP inhibitor | NPY Y1 blocker | zfTRPN1 agonist | PPC-1+TRAIL kill
Cc1ccc(S(=O)(=O)/N=C(\Nc2cc(C)on2)c2ccc(Cl)cc2)cc1 | 1.8[fluorescence artefact?] | -0.1 | -4.7 | 29.9 | -0.2 | 19.9 | -0.7 | 1.9 | 21.1
CC1SC(c2ccc(Cl)cc2)NC1=O (centres undefined) | -2.1 | 10.1 | -25.9 | 24.1 | -0.6 | 37.1 | -0.8 | 0.1 | 20.0
C[C@@H](NC(=O)OC(C)(C)C)c1nnc(S(=O)(=O)Cc2ccccc2)o1 | -15.8 | 11.0 | -2.3 | -8.3 | 1.1 | 86.2* | / | 1.6 | -15.9
CCOC(=O)C1=C(C)NC2=C(C(=O)CC(C)(C)C2)C1c1ccc2c(c1)CCCN2C (centres undefined) | -1.0 | 16.0 | -18.6 | -10.6 | -0.7 | 20.6 | -1.4 | 1.6 | 9.4
CCN(C(=O)CSc1nnc(Cn2nnc3ccccc32)o1)c1nc(C)cs1 | 4.8 | 17.4 | 7.2 | 9.3&0.0 | 1.1 | -12.6 | -1.9 | 1.0 | 25.6
O=C(c1ccc(NC(=S)NCc2ccco2)cc1)N1CCCCC1 | -11.7 | 3.2 | 11.8 | -19.3 | 0.6 | 18.7 | -1.8 | 1.2 | -0.4
O=C(Cc1cc(=O)oc2cc(O)ccc12)NCC1CCC(C(=O)O)CC1 (centres undefined) | -3.5 | 11.5 | -9.0 | 64.1* | 0.9 | -3.2 | 4.0 | 0.3 | 5.7
COc1ccccc1CN(Cc1cc2cc(C)ccc2[nH]c1=O)Cc1nnnn1CC1CCCO1 (centres undefined) | 4.2 | 10.1 | -11.3 | 10.2 | 0.2 | 24.1 | 5.5 | -0.2 | 25.4
CC1(C)Cc2noc(N)c2C(C)(C)N1OC(=O)c1ccco1 | 9.6 | 20.1 | 0.7 | 19.1 | 0.9 | -21.4 | 4.2 | -1.4 | 20.5
CCOC(=O)c1nn(-c2ccccc2C)c2nc(-c3ccc(C)cc3)c(C#N)c(=O)n12 | -4.3 | 7.0 | -17.3 | 26.3 | 0.2 | 32.2 | -0.7 | -0.8 | -12.7
Cc1ccc(C(=O)c2ccccc2C(=O)OCC(=O)NC(C)(C)C)cc1 | -2.3 | 8.6 | -13.9 | -26.7 | 0.7 | 10.7 | -2.5 | -1.9 | 9.5
Cn1cccc1CNC(=S)Nc1cc(F)cc(F)c1 | -16.2 | 4.9 | -14.8 | -34.0 | -0.2 | 4.9 | 3.2 | 0.2 | 6.7
N#Cc1ccccc1NC(=O)CC1CCCCC1 | -10.0 | 9.4 | -12.1 | 10.5 | -0.2 | 7.7 | -5.3 | -1.7 | 0.7
Cc1ccccc1Nc1nc(N)nc(COC(=O)c2cccc(S(=O)(=O)NCc3ccccc3)c2)n1 | 13.8[fluorescence artefact?] | 10.7 | -0.2 | -56.4 | 0.6 | 9.5 | -2.2 | 4.4 | 5.7
COC(=O)c1ccc(NC(=O)C2CCN(S(C)(=O)=O)CC2)cc1 | -17.7 | 10.9 | -1.7 | -2.2 | 0.1 | 21.4 | -0.9 | -2.7 | 6.4
COc1ccc(OC)c(-c2cc(C(=O)NCc3cccs3)no2)c1 | 1.0 | 6.8 | -3.8 | -13.6 | -0.7 | 21.3 | 0.2 | -0.5 | 8.6
O=C(C1CCN(c2nnc(-n3cccc3)s2)CC1)N1CCN(c2cccc(C(F)(F)F)c2)CC1 | 3.7 | 20.2 | -3.0 | 33.3 | 0.3 | 76.6* | 8.8 | 3.6 | 19.4
N#Cc1c(N2CCOCC2)nc(-c2ccco2)c2c1CCCC2 | 3.1 | 8.6 | -0.8 | 58.3 | 0.1 | 54.4 | 1.1 | -0.8 | 14.5
O=C1[C@H]2[C@@H](C(=O)N1c1cc(Cl)cc(Cl)c1)[C@]1(C(=O)Nc3ccccc31)N1CCC[C@@H]21 | 11.0 | -3.5 | -10.5 | 3.2 | -0.4 | 33.2 | -2.8 | 0.3 | 0.0
CC(=O)N1N=C(c2ccc(Br)cc2)OC1(C)CC(=O)Nc1ccccc1 (centres undefined) | 0.2 | 0.4 | 33.7 | 12.9 | -1.1 | 42.7 | 2.3 | 0.9 | 13.7
COc1cc(C(=O)c2cocc2C(=O)c2ccc3c(c2)OCO3)cc(OC)c1OC | 1.6 | 3.1 | -9.7 | 7.3 | -0.1 | -0.1 | / | 0.8 | 0.0
Cc1cc(Oc2cnn(C(C)(C)C)c(=O)c2Cl)cc(C(C)C)c1 | 2.1 | 9.2 | -19.3 | 36.2 | 0.0 | 7.7 | 7.8 | 0.1 | 23.8
